# Assay outcomes (PubChem)
# Htt clearance – clearance of mutant huntingtin inclusions, primary screen, imaging, HeLa Exon1htt(103Q)mCFP, confocal imaging. aggregate imaging; zero = plate's median compound well. inhibition, % at 1.5 µM. 47,000 tested, 0.42% active. AID 853, 2007;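 active = inhibition of aggregate fluorescence above about 70%, also judged a hit by eye on the cell image, limit read from the data, passing the limit was not always enough; inconclusive = no rule stated for this call; inactive = not judged a hit on image review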;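 note: cells exposed to compound for three days before fixation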
# Htt clearance grain fraction – second read-out of Htt clearance, no call of its own (marks repeat the call); fraction fluorescence in grains; measured here: aggregate grain fluorescence fraction; hits give low values;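 scaled fraction of total cell fluorescence in grains with unit not stated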
# Numbers without * were called inactive; ? = inconclusive; · = not tested or not shown. An excerpt. The share of hits here may be higher or lower than overall.
SMILES,Htt clearance,Htt clearance grain fraction
N=c1n(CC(=O)O)c2ccccc2n1Cc1ccccc1Cl,-66,50
C=CCN(c1ccccc1)S(=O)(=O)c1ccc2c(c1)oc(=O)n2C,-16,56
CCOc1ccc2c(c1)c(C(C)=O)c(C)n2-c1ccccc1,-19,22
CC(=O)OCc1nc2sc3c(c2c(=O)[nH]1)CCCC3,21,15
CCc1nnc(NC(=O)CSc2nnc(COc3cccc(C)c3)o2)s1,-3,37
Cc1ccc(CNC(=O)CCc2c(C)nc3ncnn3c2C)cc1,52,9.9
COc1cc(/C=N/n2c(SC)nnc(C(C)(C)C)c2=O)ccc1O,0,43
COCCn1c(=NC(=O)CSCC(=O)NC2CCCCC2)sc2cc(OC)ccc21,-23,42
Cc1ccc(CCNC(=O)CN(C)S(=O)(=O)c2ccc3c(c2)c(=O)n(C)c(=O)n3C)cc1,10,42
CNc1ccccc1C(C)(C)c1cc(-c2ccco2)n[nH]1,6,35
CC(C)C(c1nnnn1Cc1cccs1)N1CCN(C2CCCC2)CC1 (stereo unspecified),-13,52
Cc1cc(C)n(C2=NS(=O)(=O)c3ccccc32)n1,-10,21
CCC(C)NC(=O)c1ccccc1NC(=O)C(C)N(c1ccccc1)S(C)(=O)=O (stereo unspecified),28,15
CCN(CC)c1ccc(CN(C(=O)c2ccco2)C2CCS(=O)(=O)C2)cc1 (stereo unspecified),10,18
Cc1ccc(CC2C(=O)N(CC(=O)O)C(=O)C2C)cc1 (stereo unspecified),-8,35
CC(C)C(C(=O)NC(C)(C)C)N1C(=O)c2ccccc2C1=O (stereo unspecified),-67,37
O=C(Nc1ccc2c(c1)CCC2)C1CCCN(c2ncccn2)C1 (stereo unspecified),-1,43
O=C(CCn1nnc(-c2cccs2)n1)N1CCc2ccccc2C1,9,34
Cn1c(N2CCN(C(=O)Nc3ccc(F)cc3)CC2)nc2ccccc21,30,14
O=C(Cc1cccs1)Nc1ccccc1C(=O)O,41,9.7
C=CCn1c(SCc2c(C)noc2C)nc2cc(C(=O)O)ccc2c1=O,-75,54
COc1ccc(NC(=S)NN2CCN(C)CC2)cc1,-94,57
CCN1CCn2c1nc(N1CCOCC1)nc2=O,47,11
CC1=NN(c2ccccc2)C(=O)/C1=C/c1cc2cc(C)ccc2nc1N1CCCCC1,47,16
Cn1c(=O)c2c(nc(NCc3ccccc3)n2C)n(C)c1=O,24,16
CCOC(=O)N1CCC(n2c(SCC(=O)N3CCC(C)CC3)nc3ccccc3c2=O)CC1,13,35
CCOc1ccc(NC(=O)C2CC(=O)N3CCCN=C3S2)cc1 (stereo unspecified),43,12
CSc1ccc(/C=N/n2c(C)cc(C)cc2=O)cc1,36,24
COC(=O)C1=C(C)N(C)C(=O)/C1=C\c1cccs1,-24,23
COCCOC(=O)c1c(C)oc2ccc(OC(=O)c3cccs3)cc12,-2,46
COc1ccc(C(=O)Nc2nc3ccccc3[nH]2)cc1OC,-13,22
Cc1ccc2nc(NC(=O)CSc3ncnc4c3oc3ccccc34)sc2c1,-15,56
COc1cc(C2C(C(=O)N3CCOCC3)=C(C)NC3=C2C(=O)CCC3)ccc1OC(C)=O (stereo unspecified),63,6.2
CCC(C(=O)Nc1ccccc1-c1ccccc1)c1ccccc1 (stereo unspecified),7,28
CC1CCC(C(C)C)C(OC(=O)CSc2nc(N)cc(=O)[nH]2)C1 (stereo unspecified),29,28
O=C(CCSc1nc(-c2ccco2)cc(C(F)(F)F)n1)N1CCCc2ccccc21,3,20
COC(=O)[C@H](CC(C)C)NC(=O)Nc1ccc2c(c1)OCCO2,11,32
Nc1ccc(C(=O)c2ccccc2C(=O)O)cc1Cl,-19,21
O=C(CN1C(=O)C2CC=C(Cl)CC2C1=O)N1CCOCC1 (stereo unspecified),-24,25
O=C(COC(=O)c1ccc(S(=O)(=O)N2CCOCC2)cc1)NC1CCCC1,2,20
CCCOc1ccc(OCCCCNC(C)CC)cc1 (stereo unspecified),-2,20
O=C(CN1CCN(Cc2ccccc2)CC1)NCC1COc2ccccc2O1 (stereo unspecified),12,18
Cc1nnc2sc(-c3cccc(NC(=O)c4cccnc4)c3)nn12,42,12
CCCCC(=O)Nc1ccc(C(=O)N2CCCC(C(=O)OCC)C2)cc1 (stereo unspecified),-66,31
COc1cc(C(=O)Nc2cccc(-c3nncn3C)c2)cc(OC)c1OC,-19,55
C=CCN(C(=O)Nc1ccc(Cl)cc1)C1CC(=O)N(c2ccc(OC)cc2)C1=O (stereo unspecified),33,12
Cc1ccc(OCC(=O)NCCO)cc1C,32,26
O=C(O)c1cn[nH]c1-n1cnnn1,18,15
O=C1C2CC=C(Cl)CC2C(=O)N1CC1Cc2ccccc2CO1 (stereo unspecified),15,35
O=C(c1cccs1)N(Cc1cccc(Cl)c1)C1CCS(=O)(=O)C1 (stereo unspecified),5,19
CCc1nn2c(=O)cc(N3CCN(c4cc(C)nc5ccccc45)CC3)nc2s1,20,13
CCC(C)OC(=O)C1C(c2ccccc2)C(C(=O)O)C1c1ccccc1 (stereo unspecified),14,16
Cn1c(=O)n(CC(=O)O)c(=O)c2c1nc1n2CCS1,5,38
COc1c(C)cccc1C(=O)Nc1ccc(CN2CCOCC2)cc1,-56,29
COc1ccc(C)cc1NC(=O)CSc1nnnn1Cc1ccccc1,-74,80
COCC(C)n1c(C)cc(C(=O)COC(=O)c2ccc3ncsc3c2)c1C (stereo unspecified),-4,39
Cc1cnc(NC(=O)CCCc2nc3ccccc3s2)s1,-26,50
CC1(C)CC(=O)C(/C=N/n2cnc3ccccc3c2=O)=C(O)C1,1,34
O=C(O)CCC(=O)Nc1ccccc1C(=O)NCc1ccco1,23,15
CC(O)CNC(=O)c1ccc(-c2nn(C)c(=O)c3ccccc23)cc1 (stereo unspecified),-4,22

# Next section
SMILES,Htt clearance,Htt clearance grain fraction
CS(=O)(=O)N1CCN(c2ccccc2NC(=O)c2ccc(Cl)cc2)CC1,13,33
COCCNC(=O)c1c(N)n(CCCn2ccnc2)c2nc3ccccc3nc12,-11,38
COc1ccc(OCCC(=O)NCc2ccccc2)cc1,6,18
CCCN(CCC)C(=O)c1ccc2c(c1)OCO2,-81,30
c1ccc(CCc2nc(-c3ccc(-n4cccc4)cc3)no2)cc1,29,32
Cc1ccc(C(=O)NCCc2csc(C)n2)cc1,2,47
CC(c1ccccc1)C1CC(=O)N(CC(=O)O)C1=O (stereo unspecified),-33,25
O=C(COC(=O)CSCC(=O)N1CCCCC1)Nc1ccc(Cl)cc1,46,20
CC(C)COn1c(=S)[nH]c2ccccc2c1=O,1,38
CC(Oc1ccc(Cl)cc1Cl)C(=O)Nc1cccnc1 (stereo unspecified),14,17
CCCCOc1ccc(N2C(=O)CC(N(O)c3ccccc3)C2=O)cc1 (stereo unspecified),-41,51
CCN1C(=O)c2cccc3c(NC(=O)C(C)(C)C)ccc1c23,-15,24
COc1ccc(N2C(N)=NC(N)=NC23CCCC3)cc1,-492,232
O=C(Cn1c(=O)sc2ccccc21)NCc1ccco1,-137,96
CCN(CC)c1ccc2cc(C=O)c(=O)oc2c1,40,18
Cc1noc(/C=C/c2ccc(-c3ccccc3Cl)o2)c1[N+](=O)[O-],41,18
CCOC(=O)Cc1csc(NC(=O)c2ccc(Cl)nc2)n1,-5,42
Cc1c(Br)cc(C(=O)OC2CCN(C)CC2)c(C)c1C,-3,20
COC(=O)c1ccccc1NC(=O)Cn1c(SC)c(F)cnc1=O,-14,22
C=CCn1c(SCC(=O)NC2CCCC2)nc2scc(-c3ccco3)c2c1=O,8,34

# As a working copy, 2 of the compounds above:
SMILES,Htt clearance,Htt clearance grain fraction
COC(=O)c1ccccc1NC(=O)Cn1c(SC)c(F)cnc1=O,-14,22
C=CCn1c(SCC(=O)NC2CCCC2)nc2scc(-c3ccco3)c2c1=O,8,34

# Going on with the list.
SMILES,Htt clearance,Htt clearance grain fraction
O=C(CSc1nnc([C@@H]2CCCN2)o1)c1ccc(Cl)cc1,-24,45
CCn1cc(/C=C/C(=O)NCc2c(C)nn(C)c2C)cn1,-18,46
CCCN(CCC)C(=O)CP(=O)(c1ccccc1)c1ccccc1,39,19
O=C(NC(C(=O)N/N=C/c1ccccc1)c1n[nH]c(=O)c2ccccc12)c1ccccc1 (stereo unspecified),-58,59
O=C(NC1CCN(C(=O)NCc2ccccc2)CC1)c1ccco1,14,18
CCCCn1nc(NC(=O)c2cccs2)c2cc3ccccc3nc21,-5,39
COC(=O)C1=C(CSc2nc3c(cc2C#N)CN(C)CC3)OC(N)=C(C#N)C1c1ccc(F)cc1 (stereo unspecified),-5,20
O=C(CN1C(=O)c2ccccc2C1=O)N1CCOCC1,-6,23
CCOC(=O)N1CCN(c2cc(=O)n(Cc3ccc(F)cc3)c(=O)[nH]2)CC1,-14,22
c1ccc(CCn2c(SCc3ccccc3)nnc2-c2ccncc2)cc1,44,10
O=C1CC(N2CCCCC2)C(=O)N1c1ccccc1 (stereo unspecified),48,10
CSC(=Nc1ccccc1)C1=C(O)COC1=O,-13,21
CC(=O)Nn1cc2c(c1-c1ccccc1)c(=O)n(C)c(=O)n2C,34,13
CCCNC(=O)c1ccccc1NS(=O)(=O)c1ccc(OC)c(OC)c1,-81,37
CC(C)OC(=O)Cn1cnc2ccc(Br)cc2c1=O,-5,36
COc1ccc(-c2csc(N3CCN(Cc4ccc5c(c4)OCO5)CC3)n2)cc1,-110,35
CCCCc1nc2ccccc2n2cc3c(=O)n(C)c(=O)n(C)c3c12,?,·
CC(C)C(c1nnnn1C1CCCC1)N1CCN(c2ccccc2F)CC1 (stereo unspecified),-3,35
Cc1c(C)n(C(=O)CN2CCN(c3ccccn3)CC2)c2ccccc12,26,16
Cn1c(SCC(=O)Nc2cccc(NC(=O)c3cccs3)c2)nnc1-c1ccncc1,23,26

# Some of the entries so far, with values under each structure:
# Every second line gives: Htt clearance, Htt clearance grain fraction
c1ccc(CCn2c(SCc3ccccc3)nnc2-c2ccncc2)cc1
→ 44, 10
O=C1CC(N2CCCCC2)C(=O)N1c1ccccc1 (stereo unspecified)
→ 48, 10
CSC(=Nc1ccccc1)C1=C(O)COC1=O
→ -13, 21
CC(=O)Nn1cc2c(c1-c1ccccc1)c(=O)n(C)c(=O)n2C
→ 34, 13
CCCNC(=O)c1ccccc1NS(=O)(=O)c1ccc(OC)c(OC)c1
→ -81, 37
CC(C)OC(=O)Cn1cnc2ccc(Br)cc2c1=O
→ -5, 36

# The list goes on:
SMILES,Htt clearance,Htt clearance grain fraction
COc1ccc(S(=O)(=O)N(C)CC(=O)Nc2ccc(F)cc2)cc1,-23,24
Cc1ccc(-c2c3c(=O)n(C)c(=O)n(C)c3cn2CCCN2CCOCC2)cc1,-4,46
COc1ccccc1NC(=O)Cc1nn(C)c(=O)c2ccccc12,38,11
O=C(NCc1ccoc1)c1ccc(NC(=O)c2ccccc2Cl)cc1,29,15
CCCCc1c(O)nc(SCC(=O)c2ccccc2)[nH]c1=O,16,15
CCCSc1nnc(C(C)C)n1N,17,32
O=S(=O)(c1cccs1)N1CCc2ccccc21,20,25
O=C(CN1CCC(C(=O)c2ccc(F)cc2)CC1)Nc1ccccc1,-64,30
COc1ccc(NC(=O)CN2CCN(CC(=O)Nc3ccccc3Cl)CC2)cc1,-6,40
O=C(Nc1nnc(C2CCCCC2)s1)c1ccco1,52,18
Cc1csc(NC(=O)c2cc3c(s2)CCC3)n1,15,37
CN(C)C(=O)N1CCC(C(=O)NC2CCCCCCC2)CC1,13,15
CC(C)(C)c1[nH]c2ccccc2c1/C=N/O,-59,26
O=C(Nc1cccc(Cl)c1)N(CCN1CCOCC1)Cc1ccccc1F,-33,37
COc1cccc(NC(=O)Cn2nnc(C(=O)Nc3ccccc3)c2N)c1,?,·
Cc1ccc(-c2csc3nnc(SCC(=O)Nc4cccc(C)n4)n23)cc1,64,11
Oc1ccc(Br)cc1/C=N/N1CCN(Cc2ccccc2)CC1,21,24
CC(NC(=O)c1ccc(S(=O)(=O)N(C)C)cc1)c1ccccc1 (stereo unspecified),6,35
CCn1c(O)c(/C=N/n2cnnc2)sc1=S,58,14
O=C(Cc1ccc(Cl)cc1)Nc1ccccc1CO,56,8.5

# An excerpt from above in order of the Htt clearance value, largest number first.
molecule	Htt clearance
O=S(=O)(c1cccs1)N1CCc2ccccc21	20
CCCCc1c(O)nc(SCC(=O)c2ccccc2)[nH]c1=O	16
O=C(Nc1cccc(Cl)c1)N(CCN1CCOCC1)Cc1ccccc1F	-33

# Other results:
SMILES,Htt clearance,Htt clearance grain fraction
O=C(CCCn1c(=S)[nH]c2ccccc2c1=O)N1CCCCC1,73*,13*
CCN(CC)S(=O)(=O)c1ccc2[nH]cc(C(=O)NCCN3CCCCCC3)c(=O)c2c1,17,31
Cc1noc(C)c1C(=O)N1CCN(Cc2ccccc2)CC1,-14,23
COc1ccc(-c2cc(C(=O)Nc3nc4c(C)cccc4s3)c3ccccc3n2)cc1OC,32,21
COc1ccc(-c2csc(N3CCC(c4ccccc4)C3)n2)cc1 (stereo unspecified),-38,42
Cc1cc(NC(=O)c2ccc3nc(-c4ccccc4)c(-c4ccccc4)nc3c2)no1,-6,21
CCCCN(C)C(=O)c1ccc(CS(=O)(=O)c2ccccc2C)o1,14,29
CCNC(=O)C1CCN(S(=O)(=O)c2ccc(F)cc2)CC1,-9,36
c1ccc2c(CCNc3ncnc4nc[nH]c34)cccc2c1,-22,24
CCOC(=O)N1CCN(CCC(=O)Nc2ccc(OC(F)(F)F)cc2)CC1,36,28
O=C(Cc1ncc(C(F)(F)F)cc1Cl)N1CCN(c2ccc(F)cc2)CC1,-6,41
Fc1ccc(-c2nc3nc4ccccc4nc3n2Cc2ccco2)cc1,-12,41
CC(=O)c1cc2c(cc1NC(=O)CSc1nnc(C)s1)OCO2,42,12

# Looked up above:
# Htt clearance grain fraction, O=C(Cc1ncc(C(F)(F)F)cc1Cl)N1CCN(c2ccc(F)cc2)CC1 is entered as 41
# Htt clearance, Cc1cc(NC(=O)c2ccc3nc(-c4ccccc4)c(-c4ccccc4)nc3c2)no1 is entered as -6
# Htt clearance grain fraction, COc1ccc(-c2cc(C(=O)Nc3nc4c(C)cccc4s3)c3ccccc3n2)cc1OC is entered as 21
# Htt clearance grain fraction, c1ccc2c(CCNc3ncnc4nc[nH]c34)cccc2c1 is entered as 24
